# High-throughput results from PubChem BioAssay.
# a7 integrin act: integrin-mediated muscular dystrophy alleviation activation; alpha7betagal myoblasts, beta-gal FDG fluorescence, 48 h; Potency, µM (series often up to 38.3 µM), for inactives: at the highest dose activation, usual class: activators; hit rate 0.064% among 350,000; AID 624291;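 note: potency is the fitted concentration of half-maximal effect; 100% = response of the positive control SU9516; nearly all actives have a fitted effect of over 60% in size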
#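 alpha7betagal+/- myoblasts (passage 13, 250/well) treated 48 h at 37C with compounds at 1:260 dilution of DMSO stock. Lysed, then beta-galactosidase activity read as FDG fluorescence (ex 480/em 540) after 30 min, with pre-read for autofluorescence.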
# S-ASM inh: human S-ASM enzyme inhibition; Potency, µM (titrated, usually from 57.5 µM), inactives show at the top dose activity change, negative = inhibition, usual class: inhibitors; P17405; placental ASM, HMU-PC fluorogenic substrate, 60 min; AID 504937; hit rate 0.006% among 340,000; note: potency is the fitted concentration of half-maximal effect
#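 Steps: dispense placental human ASM, pin compound, wait 10 min at room temperature, add HMU-PC0 substrate at 9 uM final, incubate 60 min at 37 °C, add stop solution raising pH to 10, read fluorescence.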
# Tb PFK block: inhibitors of T. brucei phosphofructokinase. AID 485367. hit rate 0.17% among 330,000. Potency, µM (top dose mostly 57.5 µM), inactives show at the top dose activity, negative = inhibition, most hits filed as inhibitors. T. brucei PFK, ADP-Glo luminescence;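 note: potency is the fitted concentration of half-maximal effect; 0% = uninhibited 1x PFK enzyme wells and -100% = no-enzyme wells; nearly all actives have a fitted effect of over 60% in size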
# Target sequence (O15648 whole entry, looked up): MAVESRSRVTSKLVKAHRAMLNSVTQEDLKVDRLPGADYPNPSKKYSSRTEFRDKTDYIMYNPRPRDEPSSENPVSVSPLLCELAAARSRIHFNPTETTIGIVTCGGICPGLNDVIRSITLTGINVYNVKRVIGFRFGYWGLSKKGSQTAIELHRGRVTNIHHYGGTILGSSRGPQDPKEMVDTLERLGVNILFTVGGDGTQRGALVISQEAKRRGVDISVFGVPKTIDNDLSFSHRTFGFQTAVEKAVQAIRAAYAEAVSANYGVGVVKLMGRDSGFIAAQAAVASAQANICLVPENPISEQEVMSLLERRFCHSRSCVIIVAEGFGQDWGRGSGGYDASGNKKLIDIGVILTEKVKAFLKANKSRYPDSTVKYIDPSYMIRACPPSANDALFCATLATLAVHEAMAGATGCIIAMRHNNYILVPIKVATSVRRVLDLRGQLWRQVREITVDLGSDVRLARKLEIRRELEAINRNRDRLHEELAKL
#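 PFK 1.25 nM, F6P 0.5 mM, ATP 0.1 mM, 0.1 M TEA pH 8.0, 5 mM MgCl2, 0.01% Tween20, 0.1% BSA; 45 min RT. ADP-Glo readout. qHTS titration up to 57 uM; curves fitted, compounds curve-classed.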
# Giardia killer: Giardia lamblia killing | activity change, % at 7.66 µM, hits read low | AID 540267 | hit rate 0.15% among 340,000 | Giardia lamblia trophozoite viability; in the data active = activity change below about -80%; inconclusive = between about -30% and that limit;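 note: parasites exposed to compound for two days anaerobically before the ATP read; % is set by controls: 0 for no effect and ±100 for the full control effect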
#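 Anaerobic 48 hrs incubation at 37 deg C of 100 trophozoites/well with test compounds; ATPLite 1-Step luminescence, 15-30 min RT, reports cellular ATP as viability.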
# Menin-MLL TR inh: menin-MLL binding inhibition, Texas Red mutant peptide; hit rate 0.23% among 270,000; Menin + Texas Red MLL mutant peptide, fluorescence polarization; Potency, µM (series often up to 61.6 µM), without a hit: top-dose FP activity change, negative = inhibition, most hits filed as inhibitors; active = well fitted inhibition curve with a large enough effect in the polarisation, with a control signal flat, not every such curve was filed as active; inconclusive = small, poorly fitted or top-dose-only effect, or effect the other way, or a change in a side signal; inactive = no such curve, though single readings can be large or run the other way; the % refers to the polarisation; note: potency is the fitted concentration of half-maximal effect; % of control where 0% means no effect; many of its hits are not listed in these tables
# B2AR arrestin: recruits beta-arrestin to the human beta2-adrenergic receptor | beta-arrestin recruitment to beta2AR, cell-based reporter | Potency, µM (series often up to 46.1 µM), without a hit: at the top dose activation, actives largely listed as activators | P07550 | AID 492947 | hit rate 0.02% among 330,000;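 note: potency is the fitted concentration of half-maximal effect; 0% = DMSO controls and full agonism = EC100 isoproterenol or metaproterenol; nearly all actives have a fitted effect of over 65% in size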
# Coupling enz: inhibits coupling enzyme system, counter-screen for aldolase hits; hit rate 0.67% among 290,000; activity change, negative = inhibition, % at 58.2 µM, hits read low; AID 2472; coupling enzyme system counterscreen, AmpLite Red fluorescence; in the data active = activity change below about -30%; note: % is set by controls: 0 for no effect and ±100 for the full control effect
#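 Counterscreen lacking aldolase: glyceraldehyde-3-phosphate coupling-enzyme reagent preincubated 10 min at RT with compound (at 57.5 uM final), then substrate/coupling system with AmpLite Red added; fluorescence read at 525/598 nm after 20 min RT.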
# TSG101-PTAP inh: blocks PTAP/TSG101 interaction to inhibit HIV-1 budding. Fluorescence polarization, FITC-PTAP peptide / Tsg101 binding. Potency, µM (doses to about 115 µM), without a hit: at the highest dose activity change, negative = inhibition, hits mostly inhibitors. 340,000 tested, under 10 active. AID 493005; active = well fitted inhibition curve with a large enough effect in the main read-out, with a control signal flat, not every such curve was filed as active; inconclusive = small, poorly fitted or top-dose-only effect, or effect the other way, or a change in a side signal; inactive = no such curve, though single readings can be large or run the other way; note: potency is the fitted concentration of half-maximal effect; % of control where 0% means no effect
#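 Compounds were pin-transferred onto Tsg101 binding domain (10 uM final) in HEPES pH 7.5 buffer, then FITC-PTAP peptide was added at 50 nM final. After 20 min at RT, polarization reported peptide displacement across a qHTS concentration series.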
# PKM2 activator: PKM2 (human) enzyme activation; P14618; Potency, µM (doses to about 57.5 µM), inactives show at the top dose activation, usual class: activators; hit rate 0.34% among 260,000; purified PKM2, Kinase-Glo ATP luminescence, activation; response scale: 0% is enzyme alone, no compound; AID 1631; note: potency is the fitted concentration of half-maximal effect; % is set by controls: 0 for no effect and ±100 for the full control effect; nearly all actives have a fitted effect of over 55% in size
# Target sequence (P14618 whole entry, looked up): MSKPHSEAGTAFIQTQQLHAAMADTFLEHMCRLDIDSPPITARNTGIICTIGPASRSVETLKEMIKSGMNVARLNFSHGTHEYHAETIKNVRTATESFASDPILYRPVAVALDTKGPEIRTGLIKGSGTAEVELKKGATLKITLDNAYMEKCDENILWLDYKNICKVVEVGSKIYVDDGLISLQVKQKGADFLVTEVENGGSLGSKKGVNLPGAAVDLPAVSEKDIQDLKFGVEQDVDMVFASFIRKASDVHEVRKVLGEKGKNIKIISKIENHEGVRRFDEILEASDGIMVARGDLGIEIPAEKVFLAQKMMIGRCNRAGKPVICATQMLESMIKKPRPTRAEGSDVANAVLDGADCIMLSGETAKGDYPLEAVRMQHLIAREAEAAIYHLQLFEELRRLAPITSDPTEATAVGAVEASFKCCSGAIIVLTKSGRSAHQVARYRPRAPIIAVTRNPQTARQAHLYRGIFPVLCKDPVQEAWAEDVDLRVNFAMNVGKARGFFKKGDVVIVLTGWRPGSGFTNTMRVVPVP
#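 Purified hPK-M2 (>95% pure) converted ADP (0.1 mM final) to ATP with 0.5 mM PEP in 50 mM imidazole pH7.2, KCl, MgCl2, Tween 20, BSA; 1 h at room temperature. ATP detected by Kinase-Glo luminescence.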
# Chronic BCR inh: blocks chronic active B-cell receptor signaling; Potency, µM (titrated, usually from 46.1 µM), for inactives: at the top dose ratio change, negative = lower green/red ratio, actives largely listed as inhibitors; hit rate 0.05% among 340,000; ABC-DLBCL IkBa-CBG/CBR reporter, luminescence ratio, 4 h; AID 493014; active = well fitted inhibition curve with a large enough effect in the signal ratio, with a control signal flat, not every such curve was filed as active; inconclusive = small, poorly fitted or top-dose-only effect, or effect the other way, or a change in a side signal; the % refers to the signal ratio;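 note: potency is the fitted concentration of half-maximal effect; plate controls were basal doxycycline-induced cells for no effect and cells given 10 µM MG132 for full effect; MG132 reads +100%, hits lower the ratio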
#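 Compounds up to 46 uM were incubated four hours with TMD8 cells whose green CBG68 luciferase is fused to IkappaBalpha; red CBR luminescence normalised the signal, and concentration-effect curves were fitted to fusion, red and ratio data.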
# GALK inh: blocks human galactokinase activity; P51570; Purified GALK, Kinase-Glo residual ATP luminescence; Potency, µM (highest dose often 57.5 µM), for the others: at the top dose activity change, negative = inhibition, hits mostly inhibitors; hit rate 0.007% among 270,000; AID 1868; note: potency is the fitted concentration of half-maximal effect; % is set by controls: 0 for no effect and ±100 for the full control effect
#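 5 nM enzyme, 35 uM ATP, 100 uM galactose, 20 mM HEPES pH8.0, 5 mM MgCl2; 1 h RT; residual ATP by Kinase-Glo Plus luminescence, qHTS format.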
# The depositor's hits bear a star; ? = inconclusive; nt = not tested or not shown; [ ] = remark or other dose. Unless noted, calls come from the whole dose curve; as a rule, active = well fitted curve in the direction sought with a large enough effect; inconclusive = small, poorly fitted or top-dose-only effect, or another doubt; inactive = no such curve, though single readings can be large; an effect the other way counts as inactive or inconclusive.
# The line under a structure holds: a7 integrin act	S-ASM inh	Tb PFK block	Giardia killer	Menin-MLL TR inh	B2AR arrestin	Coupling enz	TSG101-PTAP inh	PKM2 activator	Chronic BCR inh	GALK inh
(1) COc1ccc(NC(=O)CN(C)C(=O)C(C)Oc2ccc(Br)cc2)cc1 (stereo not drawn)
    20%	-3%	-1%	-4	nt	-0.3%	nt	-3%	nt	-1%	nt
(2) Cc1onc(-c2ccccc2)c1C(=O)OCC(=O)NC(C)c1ccc(Cl)cc1 (stereo not drawn)
    -30%	-3%	-7%	21	nt	0.3%	nt	-1%	nt	?	nt
(3) Cc1[nH]nc(-c2ccc(O)c(C)c2O)c1-c1cnn(-c2ccccc2)c1
    ?	-24%	17%	2	29%	0.1%	10	-2%	11%	-3%	-4%
(4) CCOc1ccc(S(=O)(=O)N2CCCC2)cc1
    -2%	1%	-1%	-20	-6%	0.0%	-2	-6%	-3%	12%	-3%
(5) CC(CNC(=O)CN1C(=O)NC2(CCCCC2)C1=O)c1ccccc1 (stereo not drawn)
    -18%	0%	-10%	6	nt	0.0%	nt	-9%	nt	-1%	nt
(6) NC1=NC(=Nc2cccc(S(N)(=O)=O)c2)c2ccccc21
    -14%	-2%	5%	13	nt	-0.7%	0	-5%	5%	-9%	-3%
(7) CCN1C(=O)c2ccc(C(=O)NCc3ccco3)cc2C1=O
    -12%	3%	-17%	7	-17%	-1.0%	0	-4%	-1%	?	2%
(8) COc1ccc(OCCC(=O)NC2CCCCC2)cc1
    1%	-1%	-6%	-15	-12%	0.1%	-1	-3%	-6%	0%	3%
(9) CCC(CO)Oc1cc(NC(=O)Cc2ccccc2F)c2ncn(C(C)C)c2c1 (stereo not drawn)
    -17%	0%	4%	-9	nt	0.0%	nt	-4%	nt	-1%	nt
(10) COc1cc(CN(C2CCCCC2C)S(=O)(=O)c2ccc(S(=O)(=O)NC3CC3)cc2)cc(OC)c1OC (stereo not drawn)
    16%	-7%	5%	-11	3%	-0.3%	-1	-2%	2%	3%	-2%
(11) O=C(CN1C(=O)NC2(CCc3ccccc32)C1=O)Nc1ccc(Br)cc1F (stereo not drawn)
    0%	-6%	-7%	7	nt	-0.1%	nt	-5%	nt	0%	nt
(12) Cc1occc1-c1nnc(SCc2cc(=O)n3cc(Br)ccc3n2)n1C
    5%	3%	-26%	-9	13%	0.1%	5	-6%	19%	1%	-2%
(13) O=C(c1ccc(Cl)cc1)C(CN1CCCCC1)c1ccccc1 (stereo not drawn)
    -68%[inhibitor]	-3%	-15%	6	8%	-0.3%	1	4%	nt	?	3%
(14) COc1cc2c(cc1NC(=O)Nc1ccccc1)oc1ccccc12
    -2%	-21%	4%	-5	?	-0.6%	-5	-2%	1%	?	1%
(15) Fc1ccccc1NC(=S)N1CCC(c2ccccc2)C1 (stereo not drawn)
    -9%	-4%	-8%	6	1%	-0.4%	2	1%	-6%	-10%	-1%
(16) COc1ccc(CC(=O)N/N=C(\C)c2cccc(NC(=O)C3CC3)c2)cc1
    13%	-6%	-3%	4	15%	0.0%	3	0%	0%	-12%	6%
(17) O=C(NCC1CCCO1)/C(=C/c1ccccc1)NC(=O)c1ccccc1 (stereo not drawn)
    -1%	6%	1%	12	3%	-0.9%	0	-2%	-3%	9%	-2%
(18) CCCOc1ccc(N2C(=O)CC(SCc3nc4ccccc4[nH]3)C2=O)cc1 (stereo not drawn)
    -23%	1%	0%	13	13%	0.2%	1	-2%	10%	-9%	3%
(19) O=C(CN1CCN(c2nc(-c3ccccc3)cs2)CC1)NNC(=O)c1ccco1
    -6%	-3%	-1%	7	0%	0.0%	2	-2%	11%	4%	-2%
(20) O=C(/N=C1/c2ccccc2CN1c1ccccc1)Nc1ccccc1
    1%	-2%	-8%	-13	0%	0.0%	3	0%	0%	1%	0%
(21) COc1ccc2c(CC#N)c[nH]c2c1
    -16%	4%	1%	-8	9%	0.0%	-6	-2%	-2%	0%	0%
(22) CC(O)c1nc2ccccc2n1Cc1ccc([N+](=O)[O-])cc1 (stereo not drawn)
    2%	-1%	-6%	-16	6%	-1.2%	0	-2%	8%	-4%	1%
(23) COc1ccc(CCNC(=O)CN2C(=O)COc3ccc(S(=O)(=O)N4CCCC4)cc32)c(OC)c1
    -25%	0%	-4%	5	-13%	0.2%	0	-3%	0%	5%	7%
(24) Cc1ccc(Nc2c(-c3ccccn3)nc3ccc(C)cn23)cc1
    -44%	1%	1%	4	?	0.1%	-3	-2%	-2%	-1%	-1%
(25) CN(C)[C@@H]1C(=O)C(C(N)=O)=C(O)[C@@]2(O)C(=O)C3=C(O)c4c(O)ccc(Cl)c4[C@@H](O)[C@H]3C[C@@H]12
    nt	-1%	4%	-19	8%	0.1%	-14	-3%	5%	-1%	-2%
(26) O=[N+]([O-])c1ccc(CN2CCN(c3ccc([N+](=O)[O-])cc3)CC2)cc1
    4%	-9%	-11%	2	28%	-0.1%	-1	-1%	nt	3%	1%
(27) COc1cccc(C2/C(=C(/O)c3ccccc3)C(=O)C(=O)N2CCCC(=O)O)c1 (stereo not drawn)
    39%	-2%	?	21	3%	-0.5%	1	-3%	0%	?	-1%
(28) COc1cc(Br)cc(CN2CCN(c3ncccn3)CC2)c1O
    -13%	-1%	?	4	-13%	-0.3%	2	1%	0%	0%	1%
(29) Cc1ccc(S(=O)(=O)N2CCOC2CNC(=O)C(=O)NCCc2c[nH]c3ccccc23)cc1 (stereo not drawn)
    -22%	-2%	-3%	6	?	0.1%	-2	-2%	6%	1%	1%
(30) CS(=O)(=O)Nc1ccc(C(=O)NCc2cccnc2)cc1
    -13%	6%	14%	-6	9%	-0.8%	0	-2%	-1%	1%	0%
(31) Cc1cc(Nc2ccc(C)c(Br)c2)n2nc(C)nc2n1
    10%	2%	0%	5	12%	-0.3%	6	-5%	-17%	9%	-2%
(32) COc1ccc(-c2cc(CCCC(=O)N3CCN(c4ccc(OC)cc4)CC3)no2)cc1
    -23%	-3%	2%	6	-8%	-0.3%	1	-2%	1%	?	0%
(33) COc1cccc(CNC(=O)CCC2CCCN(C(=O)c3cc(C4CC4)[nH]n3)C2)c1 (stereo not drawn)
    ?	6%	6%	-7	-1%	0.2%	2	0%	3.5µM*	-1%	1%
(34) COc1ccc(-n2c(SCC(=O)NNC(=O)c3ccccc3C)nnc2-c2ccncc2)cc1
    -19%	4%	-5%	10	-8%	0.2%	10	-2%	-7%	?	-1%
(35) Cc1ccc(NC(=O)CN(C)C(=O)CSc2ccccc2F)cc1
    7%	-1%	-3%	-3	nt	0.0%	nt	1%	nt	-5%	nt
(36) CCCC(C)c1nnc(NC(=O)COc2ccc3c(c2)OCO3)s1 (stereo not drawn)
    10%	-5%	-3%	6	-2%	0.2%	-4	-1%	-3%	-2%	1%
(37) Nc1nc2nc(-c3ccc(F)cc3)cc(C(F)(F)F)n2n1
    -42%	229%[activator]	3%	29	0%	0.3%	2	-2%	-2%	?	1%
(38) CC(NC(=O)Cc1ccccc1F)c1ccc(F)cc1 (stereo not drawn)
    -18%	-2%	-1%	13	-1%	-0.1%	0	0%	3%	5%	6%
(39) CCCCNC(=O)CCC(=O)NNc1nc2ccccc2c2nc(C)nn12
    3%	8%	-2%	4	-1%	-0.6%	-1	-1%	6%	0%	nt
(40) O=C(N[C@@H](Cc1ccccc1)C(=O)NCc1ccc(F)cc1)C1CCNCC1
    32%	0%	2%	5	-2%	0.0%	0	0%	nt	3%	-2%
(41) CCS(=O)c1ccccc1C(=O)OCC(=O)Nc1ccc2ccccc2c1 (stereo not drawn)
    -8%	-4%	2%	20	nt	-0.2%	nt	-7%	nt	?	nt
(42) C=CCOc1ccc(CNc2nccs2)cc1OC
    -10%	1%	5%	4	11%	-0.8%	0	-3%	2%	?	-1%
(43) COc1cccc(CNCC(=O)Nc2ccc(N3CCOCC3)cc2)c1
    -5%	2%	3%	-1	2%	0.0%	0	-3%	-1%	4%	0%
(44) O=C(Nn1cnnc1)C(c1ccccc1)c1ccccc1
    -14%	5%	0%	2	-1%	-0.4%	0	-3%	32µM*	11%	0%
(45) COc1ccc(-n2c(-c3ccccc3)nc(=S)c3c2CCCC3)cc1
    -13%	-2%	-2%	-9	-11%	0.3%	6	-3%	1%	-15%	2%

# Not all compounds are listed; count on the stated rates, not on these rows.
